H37Rv inhibition – M. tuberculosis growth inhibition, HTS (AID 449762); M. tuberculosis H37Rv growth inhibition, 7H9 media; higher % means a stronger effect; one-dose inhibition, % at 25 µM; IC50 in µM for titrated hits; hit rate 0.59% among 330,000; in the data active = a potency from the dose series; inconclusive = inhibition above about 70% without an active follow-up result;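 also: bacterial growth assessed after seven days of incubation; strong numbers were not always called active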
PhoP GFP inhibition – PhoP regulon inhibitors, Salmonella typhi PhoP promoter GFP reporter, confirmatory (AID 1850) | Salmonella Typhi PhoP-promoter GFP reporter, fluorescence, 4 h; higher % means a stronger effect | one-dose inhibition, % at 50 µM; IC50 in µM for titrated hits | hit rate 0.33% among 310,000; in the data active = a potency from the dose series; inconclusive = inhibition mostly from about 25% at the one dose, without a potency; inactive = the rest, 99 in 100 with inhibition below about 19%;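 also: 0% = induced wells with vehicle and 100% = uninduced wells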
H1N1 NS1A inhibition – NS1A inhibition, H1N1 influenza, cell based functional assay (AID 504329); inhibition, % at 12.5 µM; hits with a dose series show IC50 in µM; hit rate 0.3% among 340,000; NS1A functional cell-based assay, percent inhibition; higher % means a stronger effect; in the data active = a potency from the dose series; inconclusive = inhibition above about 27% without an active follow-up result; also: strong numbers were not always called active
tuberculosis growth – growth inhibition of non-replicating M. tuberculosis (AID 488890); Mycobacterium tuberculosis non-replicating, growth inhibition; higher % means a stronger effect; hit rate 0.39% among 320,000; inhibition, % at 25 µM, or IC50 in µM where a hit was titrated; in the data active = a potency from the dose series; inconclusive = inhibition mostly from about 82% at the one dose, without a potency; inactive = the rest, 99 in 100 with inhibition below about 76%;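 also: plate controls were DMSO cells for no effect and high antibiotic wells for full effect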
inhibitors of VEEV – inhibitors of VEEV TC-83 cytopathic effect, confirmation, Vero cells (AID 588727). Vero cells, VEEV TC-83 cytopathic effect inhibition; higher % means a stronger effect. inhibition, % at 20 µM, or IC50 in µM where a hit was titrated. hit rate 0.13% among 350,000; in the data active = a potency from the dose series; inconclusive = inhibition mostly from about 14% at the one dose, without a potency; inactive = the rest, 99 in 100 with inhibition below about 12%; also: strong numbers were not always called active
inhibitors of VEEV 10K pilot screen – recorded beside inhibitors of VEEV, whose call it bears; inhibition, %; measured here: 10K pilot screen inhibition
* = called active by the depositor; i = inactive; u = inconclusive; x = not tested or not shown.

Start of the listing, in advance, five compounds:
SMILES	H37Rv inhibition	PhoP GFP inhibition	H1N1 NS1A inhibition	tuberculosis growth	inhibitors of VEEV	others
Nc1cc(=O)[nH]c(SCc2nc3ccccc3n2Cc2ccccc2)n1	-5%	-11%	3%	27%	i
COC(=O)/C=C1/SC(=NC(=O)c2ccc(F)cc2)NC1=O	-5%	-6%	x	4%	0.5%
Cc1ccc(N2CC(C(=O)NCCN3CCOCC3)CC2=O)cc1C (stereo not drawn)	-1%	-7%	-7%	2%	1.7%
CCOc1ccccc1C(=O)Nc1nnc(SCC(=O)Nc2cc(C)on2)s1	-2%	3%	-4%	-19%	2.0%
O=C(NCc1ccccc1F)C1CCN(C(=O)NCc2ccccc2)CC1	-8%	2%	-11%	-12%	i

Main list (from the top)
SMILES	H37Rv inhibition	PhoP GFP inhibition	H1N1 NS1A inhibition	tuberculosis growth	inhibitors of VEEV	others
Nc1cc(=O)[nH]c(SCc2nc3ccccc3n2Cc2ccccc2)n1	-5%	-11%	3%	27%	i
COC(=O)/C=C1/SC(=NC(=O)c2ccc(F)cc2)NC1=O	-5%	-6%	x	4%	0.5%
Cc1ccc(N2CC(C(=O)NCCN3CCOCC3)CC2=O)cc1C (stereo not drawn)	-1%	-7%	-7%	2%	1.7%
CCOc1ccccc1C(=O)Nc1nnc(SCC(=O)Nc2cc(C)on2)s1	-2%	3%	-4%	-19%	2.0%
O=C(NCc1ccccc1F)C1CCN(C(=O)NCc2ccccc2)CC1	-8%	2%	-11%	-12%	i
O=C(c1ccc(OC(F)(F)F)cc1)c1ncc[nH]1	-10%	-3%	2%	0%	0.8%
COc1cccc2[nH]c3c(N4CCc5ccccc5C4)ncnc3c12	6%	3%	x	9%	x
S=C(NCCc1ccccc1)Nc1ccc(Cl)cc1Cl	4%	-3%	-18%	u	3.1%
O=C(NC(Cc1ccccc1)C(=O)O)/C(=C/c1ccc([N+](=O)[O-])cc1)NC(=O)c1ccccc1Br (stereo not drawn)	3%	-7%	-2%	-15%	0.4%
COc1cc(OC)c(NC(=O)c2ccoc2C)cc1Cl	-7%	4%	-1%	7%	0.6%
COc1ccc(S(=O)(=O)N2CCCCCC2)cc1C(=O)OCC(=O)NC1CCS(=O)(=O)C1 (stereo not drawn)	-4%	x	-5%	-5%	1.0%
c1ccc(-c2nnc(SCc3nnc(-c4cccs4)o3)o2)cc1	0%	7%	9%	5.9µM*	1.0%
Cc1ccc(OCC(=O)Nc2cccc(S(=O)(=O)N3CCOCC3)c2)c([N+](=O)[O-])n1	1%	1%	2%	-3%	2.0%
COc1ccc(N2CCN(C(=O)CNC(=O)c3nn(-c4ccc(OC)cc4)c(=O)c4ccccc34)CC2)cc1	5%	-1%	3%	10%	4.4%
COc1ccc(C(=O)NNC(=O)c2cccc(F)c2)cc1	8%	-21%	10%	-2%	0.3%
O=[N+]([O-])c1ccc(CN2CCN(c3nc4ccccc4s3)CC2)cc1	6%	1%	2%	-3%	0.4%
CCCCN(C(=O)c1ccc(N2CCCC2=O)cc1)c1c(N)n(CCC)c(=O)[nH]c1=O	9%	x	-9%	9%	1.1%
CCOC(=O)c1ccc(NC(=O)c2cc(C)nc3ccccc23)cc1	-2%	-4%	-5%	3%	0.3%
O=C(Nc1c(F)cccc1F)C1CCN(C(=O)c2cccs2)CC1	-9%	1%	5%	-8%	0.1%
Cn1cccc1/C=N/NC(=O)c1sc2cc(Cl)ccc2c1Cl	-1%	8%	x	16%	x

Two compounds drawn at random from those above:
SMILES	H37Rv inhibition	PhoP GFP inhibition	H1N1 NS1A inhibition	tuberculosis growth	inhibitors of VEEV	others
c1ccc(-c2nnc(SCc3nnc(-c4cccs4)o3)o2)cc1	0%	7%	9%	5.9µM*	1.0%
Nc1cc(=O)[nH]c(SCc2nc3ccccc3n2Cc2ccccc2)n1	-5%	-11%	3%	27%	i

(continued)
SMILES	H37Rv inhibition	PhoP GFP inhibition	H1N1 NS1A inhibition	tuberculosis growth	inhibitors of VEEV	others
CCC(=O)N(c1nnc(SCC(=O)c2ccc[nH]2)s1)C1CC1	-6%	x	-20%	16%	1.6%
N#Cc1c(-c2ccc(F)cc2)ccnc1N1CCOCC1	-6%	11%	-11%	18%	1.6%
C#CCSc1cc(C(F)(F)F)nc(-c2ccccn2)n1	4%	11%	-4%	20%	0.1%	inhibitors of VEEV 10K pilot screen=0.1
CCOC(=O)c1c(-c2cccc([N+](=O)[O-])c2)csc1N	7%	-5%	-5%	39%	i
COc1cc(OC)cc(-c2c(-c3cccs3)c3cc(-c4cccc5[nH]ccc45)ccc3n2C)c1	10%	x	-1%	9%	9.3%
CC1CCN(S(=O)(=O)c2ccc(-c3nnc(SCc4cccnc4)o3)cc2)CC1	-8%	-9%	5%	2%	i	inhibitors of VEEV 10K pilot screen=0.7
Cc1c(NC(=O)COc2cccc(F)c2)c(=O)n(-c2ccccc2)n1C	3%	x	-14%	x	1.4%
Cn1cc(Cl)c(C(=O)N/N=C/c2ccc(OS(=O)(=O)c3ccccc3)cc2)n1	-11%	-8%	1%	9%	2.8%
Cc1ccc(NC(=O)Cn2cc(C(F)(F)F)cc(Cl)c2=O)cc1S(=O)(=O)N1CCCCC1	45%	11%	-1%	16%	8.3%
O=C(CN1CCN(Cc2ccccc2)C1=O)NCCCN1CCOCC1	-12%	-5%	8%	x	0.3%
CCc1ccc(C(=O)COC(=O)CNC(=O)c2ccc(N3C(=O)c4ccccc4C3=O)cc2)cc1	4%	-11%	1%	27%	i
COc1ccc(C2c3ccc(O)cc3Oc3ncn(CCN4CCOCC4)c(=N)c32)cc1 (stereo not drawn)	3%	8%	-2%	0%	0.5%
COc1ccc(C2NC(=O)NC(C)=C2C(=O)Nc2cccc(C)c2C)cc1 (stereo not drawn)	-8%	-1%	-17%	x	0.1%
Cc1ccc(C(C)C)cc1C(=O)CC1(O)C(=O)N(C)c2ccccc21 (stereo not drawn)	-2%	-6%	4%	31%	1.4%
CCCc1cc(C(=O)Nc2cc(C)ccc2O)no1	-1%	5%	2%	70%	0.2%
CCn1c(=N)c(S(=O)(=O)c2ccc(F)cc2)cc2c(=O)n3ccccc3nc21	-5%	-12%	-15%	2%	7.6%
Cc1ccccc1-c1nnc(SCC(=O)NC2CCCC2)n1C	-5%	6%	-1%	x	1.4%
COc1cc(OC)c2ccc(=O)oc2c1C(CCN1CCN(c2ccccc2)CC1)c1ccc2c(c1)OCO2 (stereo not drawn)	5%	1%	9%	35%	i
CC(Sc1n[nH]c(-c2cccs2)n1)C(=O)Nc1ccccc1F (stereo not drawn)	-12%	x	-14%	-5%	11%
CC1CC(C)CN(C(=O)COC(=O)CCc2nc3ccccc3c(=O)[nH]2)C1 (stereo not drawn)	4%	1%	0%	-10%	0.9%
Cc1ccc(CNC(=O)CCC2CCCN(Cc3cccc4c3OCO4)C2)o1 (stereo not drawn)	-2%	-1%	3%	18%	6.5%
C[C@@H]1CN([C@@H](C)CO)C(=O)c2cc(N(C)C)ccc2O[C@@H]1CN(C)Cc1ccncc1	-2%	x	-1%	2%	0.3%
Cc1cc(OCC(=O)NC2CC2)c2c(C)c(C)c(=O)oc2c1	3%	-2%	-2%	-7%	1.1%
N#C/C(=C(/O)COc1ccccc1)c1nc2ccccc2s1	56%	4%	-6%	u	6.3%
Cc1ccc(N=Nc2ccc3ccccc3c2O)cc1	8%	0%	5.8µM*	19%	i
Clc1cccc(Cl)c1COc1ccncc1	-8%	-6%	-7%	-11%	1.8%
CCc1ccccc1-n1nnnc1SCC(=O)Nc1cc(C)on1	-4%	0%	3%	8%	0.8%
COc1ccc(N(C(=O)c2snc(C(N)=O)c2N)C(C(=O)NC2CCCCC2)c2ccc(F)cc2)c(OC)c1 (stereo not drawn)	5%	-15%	3%	-6%	i
Cc1cccc(Nc2nnc(-c3ccc(C(=O)N4C[C@H]5C[C@H](C4)c4cccc(=O)n4C5)cc3)c3ccccc23)c1	3%	7%	-1%	20%	6.5%
O=C(CCNC(=O)c1ccccc1Cl)NCC(c1ccc(F)cc1)N1CCOCC1 (stereo not drawn)	-5%	2%	-5%	-4%	2.2%
Cc1ccc(-c2cc(C(F)F)nc(NCc3cccs3)n2)cc1	-4%	-11%	-2%	-12%	2.1%
Cc1ccc2c(n1)CC(C)(C)CC2=O	-10%	2%	11%	1%	1.2%
CC(C)C(=O)Nc1ccc(NC(=S)NC(=O)c2ccccc2F)cc1	-4%	-1%	1%	10%	6.9%
Cc1cc(=O)[nH]c2ccc(S(=O)(=O)Nc3ccccc3)cc12	2%	1%	-2%	13%	4.1%
CC(C)C(=O)Nc1ccc(C(=O)N/N=C/c2cc(Br)cc(Br)c2O)cc1	10%	-12%	1%	74%	3.2%
CCN1CCN(c2nc(-c3ccccc3)c3ccccc3n2)CC1	5%	-9%	-1%	11%	1.0%
Cc1cc(C(=O)COC(=O)c2csc3c2CCCC3)c(C)n1C	x	-6%	5%	-6%	1.8%
CC(C)NC(=O)CSc1nnc(C2CC2)n1-c1ccccc1	-2%	10%	-5%	-4%	1.9%
Cc1nn(Cc2ccccc2)c(C)c1NC(=O)c1cc2nc(-c3ccco3)cc(C(F)(F)F)n2n1	46µM*	-2%	19%	32%	6.1%
O=C(Cn1nnc(-c2cccc(C(F)(F)F)c2)n1)N1CCCCCC1	7%	-4%	-6%	16%	0.1%
C[C@H](N)c1nnc(SCC(=O)c2ccc(Cl)cc2)o1	6%	2%	22%	-16%	i
COc1ccc(S(=O)(=O)CCC(=O)N2CCN(c3ccccc3F)CC2)cc1	-6%	-2%	8%	-6%	i
COc1ccc(CCC(=O)Nc2ccc(-c3noc(-c4ccc(OC)c(OC)c4)n3)cc2)cc1	17%	4%	1%	8%	7.5%
CCc1ccc(OC(C)c2nnc(SCC(=O)Nc3ncccc3C)n2C)cc1 (stereo not drawn)	2%	-5%	2%	15%	3.2%
O=C(CCCn1c(SCC(=O)c2ccc(Cl)cc2)nc2ccccc2c1=O)NCc1ccco1	-7%	-13%	-5%	10%	i
COc1ccc(CNC2c3ccccc3-c3ccccc32)cc1OC	3%	-4%	5%	8%	0.4%
CCOc1cccc(C2CC(=O)Nc3cc(OC)c(OC)cc32)c1 (stereo not drawn)	-6%	5%	-1%	12%	1.3%
CCOc1cc(/C=C2/C(=O)N(c3ccccc3)N=C2C)ccc1OC(=O)c1cccs1	u	-3%	21%	u	1.0%
CCC(c1nnnn1C1CCCC1)N(Cc1cccs1)Cc1cc2cccc(C)c2[nH]c1=O (stereo not drawn)	3%	2%	-5%	78%	8.1%
COc1cc2c(cc1OC)CN(C(=O)c1ccc3nc[nH]c3c1)CC2	6%	-2%	-9%	0%	0.1%
CCOC(=O)C1(CCCc2ccccc2)CCN(C2CCCC2)CC1	-4%	-7%	-3%	21%	i
COc1ccc(/C=N/n2c(SC)nnc2-c2ccccc2)c(OC)c1OC	x	x	-14%	x	u
NC(=O)c1cc(NC(=O)c2cc(Br)c(Br)s2)cc(C(N)=O)c1	11%	-8%	-2%	19%	1.9%
O=C1NC(=O)C(=Cc2ccc(OCCOc3ccc([N+](=O)[O-])cc3)cc2)C(=O)N1	11%	17%	-7%	u	0.2%
CCOc1ccccc1CN1CCN(S(=O)(=O)CC)CC1	-5%	-5%	-5%	9%	0.5%
CCOC(=O)N1CCN(c2nc3ccccn3c(=O)c2C=O)CC1	-3%	-8%	-1%	u	0.6%
COc1cc(/C=N/Nc2ccc(C(=O)O)cc2)ccc1O	3%	-6%	15%	7%	0.0%
O=C(NCc1ccccc1)C1=C[C@@H](C2CCCCC2)C[C@@H](OCCCCO)O1	12%	-3%	-5%	22%	0.4%
O=C(CSC1=N/C(=C/c2ccco2)C(=O)N1c1ccc(OC(F)F)cc1)NC1CCS(=O)(=O)C1 (stereo not drawn)	5%	3%	4%	9%	3.5%
Cc1sc2nc(C(C)C)nc(SCC(=O)N3c4ccccc4CC3C)c2c1C (stereo not drawn)	1%	-4%	6%	27%	0.3%
(further entries)
SMILES	H37Rv inhibition	PhoP GFP inhibition	H1N1 NS1A inhibition	tuberculosis growth	inhibitors of VEEV	others
CCN(CC)c1ccc(/C=N/NC(=O)C(O)(c2ccccc2)c2ccccc2)o1	3%	-8%	x	3%	x
CCSc1nnc(NC(=O)CSc2nncc(=O)n2N)s1	-14%	0%	-3%	-6%	0.5%
COC(=O)c1ccc(/C=N/OCC(=O)NCCc2ccc(OC)c(OC)c2)cc1	-1%	5%	-7%	7%	2.2%
CCNC(=O)Nc1cc(S(=O)(=O)Nc2ccc(OC)cc2)ccc1N1CCOCC1	-6%	x	-6%	1%	i
COc1ccccc1Cc1nc(-c2ccc(C)cc2)no1	2%	7%	-4%	65%	2.4%
Cc1ccc(C(=O)Cn2cnc3ccccc3c2=O)cc1	-1%	8%	-1%	-9%	0.1%

Compound activity (PubChem)
